# Screens as filed in PubChem BioAssay.
# GalR3 antag – GalR3 antagonists in HEK293 cells, primary screen, cell-based, fluorescence readout; AID 651719, 2012; Galanin receptor type 3 (Homo sapiens), O60755; 0.44% of 360,000 active; HEK293 GalR3-CNG cAMP membrane potential fluorescence; galR3 body fused to GalR1 C-terminus; inhibition, % at 3 µM;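 active means inhibition above the screen-wide average plus 3 SD, cut at about 13% in these data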;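 further: forskolin and galanin both at EC90 stimulate the cells; cAMP rise reported by CNG channel membrane potential dye signal; 0% = forskolin plus galanin with DMSO and 100% = forskolin alone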
# Target sequence (O60755 1-299 limits assumed): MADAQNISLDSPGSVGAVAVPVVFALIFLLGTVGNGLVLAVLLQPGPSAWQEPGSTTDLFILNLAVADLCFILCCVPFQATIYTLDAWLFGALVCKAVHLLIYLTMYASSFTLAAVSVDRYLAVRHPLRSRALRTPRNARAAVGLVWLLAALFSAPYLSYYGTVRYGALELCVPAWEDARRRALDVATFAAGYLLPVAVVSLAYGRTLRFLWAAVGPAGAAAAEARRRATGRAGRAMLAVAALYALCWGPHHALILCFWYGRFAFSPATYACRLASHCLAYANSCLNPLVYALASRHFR
# M4 PAM – human M4 muscarinic receptor positive allosteric modulators, primary screen, CHO-K1 cells, Fluo-8 calcium fluorescence; Muscarinic acetylcholine receptor M4 (Homo sapiens), P08173; CHO-K1 hM4/Gqi5, ACh EC20; 0% = ACh EC20, 100% = maximal ACh; activation, % at 3 µM; 0.4% of 360,000 active; AID 624126, 2012;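 active means activation above its plate's cutoff, the mean activation of sample wells plus 3 SD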; further: some results filed as inactive read as strong as hits
# Target sequence (P08173 whole entry, looked up): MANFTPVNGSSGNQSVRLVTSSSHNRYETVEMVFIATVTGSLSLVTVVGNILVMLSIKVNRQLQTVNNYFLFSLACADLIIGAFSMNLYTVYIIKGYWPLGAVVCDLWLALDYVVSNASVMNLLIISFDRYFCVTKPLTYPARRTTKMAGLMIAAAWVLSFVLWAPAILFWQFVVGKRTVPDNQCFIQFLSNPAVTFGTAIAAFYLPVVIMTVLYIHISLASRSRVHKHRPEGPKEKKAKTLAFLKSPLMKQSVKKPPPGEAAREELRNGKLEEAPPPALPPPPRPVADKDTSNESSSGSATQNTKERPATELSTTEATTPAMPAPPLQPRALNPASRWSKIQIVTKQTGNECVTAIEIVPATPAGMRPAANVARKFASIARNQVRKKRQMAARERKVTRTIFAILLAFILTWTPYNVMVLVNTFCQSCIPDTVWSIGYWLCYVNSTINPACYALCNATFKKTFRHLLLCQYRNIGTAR
# CRFR2-BP ag – agonists of CRF-BP/CRF-R2 complex, primary screen, cell-based, HEK293, calcium dye fluorescence, uHTS; 0.46% of 350,000 active; activation, % at 13.2 µM; CRF-binding protein / CRF receptor 2 complex (human); AID 588473, 2011; calcium dye fluorescence (FLIPR); percent of saturating CRF peptide response;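 active means activation of at least 50%, plus an integration ratio under a set limit after plate pattern correction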;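 further: plate controls were neutral control wells without compound for no effect and CRF at EC100 for full effect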
# CRFBP-R2 block – antagonists of CRF-BP/CRF-R2 complex, primary screen, cell-based, HEK293, calcium dye fluorescence, uHTS; CRF-induced calcium fluorescence; inhibition, % at 11.8 µM; 0.59% of 350,000 active;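 active means inhibition of the ligand-induced calcium signal above about 50% at the single tested concentration, limit read from the data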
# IDE cell activ – human IDE activators in live cells, primary screen, fluorescence polarization, HEK cells, FAbeta-B substrate; activation, % at 5.96 µM; Insulin-degrading enzyme (Homo sapiens), P14735; AID 493087, 2011; FAbeta-B cleavage; 0% vehicle, 100% cell-free pure enzyme wells; 0.073% of 340,000 active;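 active means activation above the mean of all tested compounds plus 3 SD, set per screening campaign, cut at about 17% in these data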
# PHOSPHO1 block – PubChem AID 1565. Phosphoethanolamine/phosphocholine phosphatase (Homo sapiens), Q8TCT1. recombinant PHOSPHO1, absorbance phosphatase assay. inhibition, % at 13.3 µM. 1.1% of 290,000 active; in the data active means inhibition above about 60%
# Target sequence (Q8TCT1 whole entry, looked up): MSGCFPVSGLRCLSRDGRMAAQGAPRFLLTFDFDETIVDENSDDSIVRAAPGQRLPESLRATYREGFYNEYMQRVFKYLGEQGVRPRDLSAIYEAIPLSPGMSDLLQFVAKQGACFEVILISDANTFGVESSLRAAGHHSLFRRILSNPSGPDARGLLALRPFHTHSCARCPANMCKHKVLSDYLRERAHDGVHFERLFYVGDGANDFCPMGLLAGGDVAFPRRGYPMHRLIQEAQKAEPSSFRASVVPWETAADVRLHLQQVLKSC
# IDE inh – human IDE inhibitors in live cells, primary screen, fluorescence polarization, HEK cells, FAbetaB substrate; Insulin-degrading enzyme (Homo sapiens), P14735; FAbetaB cleavage; inhibition, % at 5.59 µM; 0.41% of 320,000 active; AID 434962, 2010;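 active means percent inhibition above the average of all tested compounds plus 3 SD, set per screening campaign, cut at about 16% in these data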;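 further: IDE supplied by intact live HEK cells; FP after avidin binding of uncleaved biotin substrate so inhibition keeps polarization high; 0% = DMSO wells and 100% = 60 µM reference IDE inhibitor Ii1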
# MEKK3 PB1 HTS – modulators of MEKK3-MEK5 PB1 binding, primary screen, biochemical, wildtype MEKK3, multiplex bead flow cytometry, Alexa488-MEK5; Mitogen-activated protein kinase kinase kinase 3 (Homo sapiens), Q99759; bead-based flow cytometry, Alexa488-MEK5 binding to MEKK3; actives lie on both sides; 0 = blocked by unlabeled MEK5, 100 = vehicle; binding response (% of control), % at 10 µM; 1.4% of 290,000 active; AID 1529, 2009;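 active means binding response more than 3 SD above or below the average of its plate-row segment, actives on both sides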;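 further: Alexa488 bead fluorescence after subtracting the streptavidin-only scavenger bead signal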
# pCIP destab – p/CIP-EGFP fusion destabilizers, primary screen, fluorescence, F442A cells; Q05BA5; 16 h; decrease of EGFP signal, % at 10 µM; 0.01% of 290,000 active;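 active means EGFP signal decrease of at least 30% at 10 µM or well 3 SD below plate mean, unless failing retest; inactive means the rest, including hits failing retest or dose response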; further: some compounds called inactive have numbers as strong as hits; many of its hits are not listed in these tables
# The depositor's hits bear a star; . = not tested or not shown; [ ] = remark or other dose.
Molecule,IDE cell activ,CRFBP-R2 block,M4 PAM,PHOSPHO1 block,CRFR2-BP ag,GalR3 antag,pCIP destab,MEKK3 PB1 HTS,IDE inh
CCC(=O)Nc1ccccc1C(=O)OCC(=O)c1ccccc1,7,-1,1,-21,-7.2,-3,6,106,-3
COCc1ccccc1C1=CC(=O)C[C@H](c2ccc(F)cc2)C1,0,-1,-2,.,-1.7,-3,.,.,3
O=C1CC(C(=O)NC2CCCCC2)C2(CCCCC2)O1 (stereo unspecified),-2,5,0,44,1.9,-4,-4,105,-3
O=C(NCc1cccnc1)C1CCN(S(=O)(=O)c2cccc(C(F)(F)F)c2)CC1,6,-4,-2,.,0.4,-3,.,.,3
Cc1ccc(C(=O)Nc2cccc(C(F)(F)F)c2)cc1Nc1ccccn1,12,-6,-6,31,1.0,-7,0,90,3
Cc1ccccc1NC1=C(Cl)C(=O)OC1OC(=O)c1ccco1 (stereo unspecified),0,14,0,2,-1.0,-2,7,113,-2
Cc1nc(C(F)(F)F)ccc1C(=O)Nc1ccc2ccccc2n1,0,-14,-2,20,5.7,-7,1,101,.
S=C(NCCc1ccccc1)N1CCN(C23CC4CC(CC(C4)C2)C3)CC1,5,-28,-22,28,15,-7,-3,101,-1
CCCN(CCC)C(=O)C1CCCN1S(=O)(=O)c1cccc2nsnc12 (stereo unspecified),-1,8,18,42,-1.0,-3,-10,100,0
COc1cc(-n2ccnc2SC)c(Cl)cc1Cl,1,37,-3,40,1.6,-2,-13,106,1
Cc1cc(C)c(S(=O)(=O)N2CCCC(C(=O)NCc3ccccn3)C2)c(C)c1 (stereo unspecified),2,-3,-7,2,-0.4,-7,-7,100,4
Clc1ccc2nc3ccccn3c2c1,-3,18,3,-6,-2.5,-7,-8,102,5
COC(=O)C1=C(CS(=O)(=O)c2ccc(OC)cc2)NC(=O)NC1c1ccccc1 (stereo unspecified),7,-14,0,50,-1.5,-5,7,102,2
C[C@@H]1CN([C@@H](C)CO)S(=O)(=O)c2ccc(C#Cc3cccc(F)c3)cc2O[C@@H]1CN(C)CC1CC1,.,-10,-5,.,3.0,-6,.,.,.
CC1CC(=O)N(CC(=O)Nc2ccc(Br)cc2)c2ccccc2S1(=O)=O (stereo unspecified),1,5,-2,18,-0.8,-1,11,100,-3
Cc1ccc(C(C[N+](=O)[O-])c2c(C)cc3ccccn23)cc1 (stereo unspecified),2,-11,2,-17,0.9,-7,-14,97,5
CCC(=O)Nc1cccc(C(=O)c2ccc(C)c(C)c2)c1,0,28,-3,34,-2.3,-7,-11,104,0
O=C(COc1cccc(-n2cnnn2)c1)N1CCOCC1,-4,-6,5,20,0.5,-4,-14,95,5
Nc1nc(N)c2c(n1)CN(Cc1ccc(Cl)cc1)C2,.,6,8,.,-3.8,-6,.,.,.
Cc1ccc(-c2nc(C#N)c(N3CCCCC3)o2)cc1,-2,-5,-3,9,0.3,5,-7,100,-3
CCOC(=O)c1sc(NC(=O)CN(CC(C)C)CC(C)C)c(C(=O)OCC)c1C,1,74*,7,-6,-0.9,-4,-3,106,-3
CC(=O)Nc1cccc(NC(=O)CSc2ccc(-c3ccco3)nn2)c1,3,-2,-5,51,0.9,3,-9,103,-1
O=C(c1ccc2ccccc2c1)N1CCN(c2ccc(O)cc2)CC1,6,0,6,14,-2.4,-4,-1,87,6
CCC(Sc1nc2ccsc2c(=O)n1Cc1ccc(C(=O)O)cc1)C(=O)Nc1cccc(OC)c1 (stereo unspecified),.,4,-2,.,-0.3,-6,.,.,.
CCCN(CC1CCCO1)C(=O)c1cc(COc2ccc(F)cc2F)on1 (stereo unspecified),-5,-6,8,23,-1.8,1,-5,102,6
Cc1cs/c(=N\N=C\c2cccc([N+](=O)[O-])c2)n1Cc1ccco1,1,8,-3,-15,-0.6,-2,8,101,5
CCNc1ccc(S(=O)(=O)N(C)C)cc1NCC(=O)Nc1ccccc1Cl,0,-37,-4,47,-1.6,-5,-1,108,3
Cc1nn(CC(=O)NC2(C#N)CCCCC2)c(C)c1[N+](=O)[O-],2,12,0,.,0.3,-5,.,.,-1
O=C(NC1CCCCC1)c1ccccc1NC(=O)C1CC(=O)N(c2ccccc2)C1 (stereo unspecified),-1,0,23,-1,0.2,-4,-5,84,-8
O=C(Nc1ccc(N2CCCC2=O)cc1)c1cncc(Br)c1,-2,-2,11,41,-2.1,-3,0,105,0
COc1ccc(-c2sc3ccc(N4CCOCC4)cc3c2C#Cc2ccsc2)cc1,-2,-1,5,.,1.9,0,.,.,3
Cc1ccc(-c2c[n+](CC(=O)c3ccc(Br)cc3)c3n2CCCCC3)cc1,2,30,-9,-8,1.4,10,-5,105,1
CCc1ccc(NC(=O)Nc2cc(C(=O)O)ccc2N2CC3CC(C2)c2cccc(=O)n2C3)cc1 (stereo unspecified),6,-1,-4,24,-0.6,-6,-7,104,-5
COc1ccc(OCC(=O)Nc2ccc(NC(=O)c3ccccc3Cl)c(OC)c2)cc1,4,7,-3,33,0.1,-1,-17,100,0
CC(C(=O)N(C)C)N1c2cccc3cccc(c23)S1(=O)=O (stereo unspecified),2,9,0,14,-0.4,-9,2,101,2
CCC(C)[C@H](NC(=O)C1CCN(C(=O)[C@H](Cc2ccccc2)NC(=O)OC(C)(C)C)CC1)C(=O)O (stereo partly specified),1,7,-1,-14,2.0,-5,10,108,6
Cc1cccc(NC(=O)NNC(=O)c2sccc2-n2cccc2)c1,3,4,-2,44,-0.2,-8,11,106,-2
CCCCCCC1CCC(c2nc(-c3ccncc3)no2)CC1 (stereo unspecified),3,-11,8,0,-0.8,-4,0,101,4
CSc1ccccc1NC(=O)CN(c1cccc(C)c1)S(C)(=O)=O,-7,-7,16,3,1.2,0,-13,67*[inhibitor],11
CC1CN(S(=O)(=O)c2cccc(C(=O)Nc3ccc4c(c3)CCC4)c2)CC(C)O1 (stereo unspecified),3,-10,-5,-9,0.1,-2,-9,104,-4
N#CCOc1coc(CN2CCN(c3ccccc3)CC2)cc1=O,1,-5,-1,17,1.4,-2,-7,100,6
Cc1cc(C)cc(-n2nnnc2SCC(=O)N2CCOCC2)c1,2,27,10,4,-1.7,2,11,110,-1
CSc1n[nH]c(NCc2ccccc2)n1,2,0,11,3,1.0,-2,-13,111,-5
COc1ccc(Cl)cc1C(=O)NNC(=S)NC(=O)c1cc(-c2ccc(Cl)cc2)nc2ccccc12,3,-21,-1,-27,25,2,-15,100,6
Cc1ccc(S(=O)(=O)N2CCN(C(=O)CCc3nc4ccccc4c(=O)[nH]3)CC2)c(C)c1,4,-6,-5,.,-0.6,7,.,.,-7
Cc1ccc(NC(=S)N(CCN2CCCCC2)Cc2ccco2)cc1C,-2,5,3,20,-1.6,-2,2,97,-6
Cc1cc(C)c(CN2CCCC(CNC(=O)c3ccc(F)cc3)C2)c(-n2cccn2)c1 (stereo unspecified),-3,10,-10,22,-2.0,-10,1,91,-2
CCN(CC(=O)Nc1c(F)cccc1F)C(=O)/C=C/c1c(C)nn(-c2ccc(F)cc2)c1C,2,-4,4,.,-0.3,-3,.,.,2
CCCCCC(=O)NC(NC(=S)NC1CCS(=O)(=O)C1)C(Cl)(Cl)Cl (stereo unspecified),0,-14,-2,-1,-0.8,-5,-25,115,-2
N#Cc1c(-c2ccc(F)cc2)noc1N,-2,-1,6,-7,-0.3,-4,-15,114,-2
Cc1[nH]c2ccccc2c1C(c1ccccn1)N1CCC(C)CC1 (stereo unspecified),7,-18,6,27,4.6,-3,-5,98,2
O=C(CSc1nc(-c2ccc(F)cc2)nc2ccc(F)cc12)Nc1cccc(C(=O)O)c1,6,-3,-1,-12,-1.9,-2,3,100,7
O=c1ccn(-c2ccccc2)[nH]1,0,7,2,15,-0.2,0,12,102,-3
COc1ccc(Br)cc1/C=N/NC(=O)Cn1nnnc1N,7,-4,1,41,2.4,-6,-4,97,-1
O=C(NCCc1ccc(Cl)cc1)C1CCN(S(=O)(=O)c2cccc3nonc23)CC1,7,1,1,-38,-0.3,-1,-11,108,4
CCC(C)/C(C)=N/NC(=O)CSc1nc2ccccc2[nH]1 (stereo unspecified),-3,6,4,-14,-0.7,-4,-9,106,6
CCCc1nc(N2CCN(C)CC2)c2sc(=S)n(-c3ccccc3)c2n1,3,-17,-3,14,2.7,0,-1,103,1
Cc1ccc(-c2csc(NC(=O)c3c(C)noc3C)n2)cc1C,1,-5,0,.,1.1,-9,.,.,6
CCN(CC)C(=O)CSc1ncnc2sc(C)c(C)c12,5,-4,-3,27,-1.8,3,2,104,7
O=C(CNC(=O)c1ccc(Br)o1)NNC(=O)c1ccc(Br)cc1,0,3,5,.,0.5,-1,.,.,-2

# Exported with the structure last: 2 of the compounds above
IDE cell activ,CRFBP-R2 block,M4 PAM,PHOSPHO1 block,CRFR2-BP ag,GalR3 antag,pCIP destab,MEKK3 PB1 HTS,IDE inh,Compound
6,-3,-1,-12,-1.9,-2,3,100,7,O=C(CSc1nc(-c2ccc(F)cc2)nc2ccc(F)cc12)Nc1cccc(C(=O)O)c1
0,7,2,15,-0.2,0,12,102,-3,O=c1ccn(-c2ccccc2)[nH]1

# Continued.
Molecule,IDE cell activ,CRFBP-R2 block,M4 PAM,PHOSPHO1 block,CRFR2-BP ag,GalR3 antag,pCIP destab,MEKK3 PB1 HTS,IDE inh
Cc1noc(C)c1NC(=O)N(C)C[C@@H]1Oc2c(NC(=O)NC(C)C)cccc2C(=O)N([C@@H](C)CO)C[C@@H]1C,-3,-6,-2,.,5.7,-7,.,.,0
CC(C)c1ccc(Nc2nc(Cl)nc(NCc3ccco3)n2)cc1,3,-1,5,25,3.7,-4,2,91,-5
COc1ccc(NC(=O)c2ccc(NCC3CCCO3)c([N+](=O)[O-])c2)cc1 (stereo unspecified),7,13,2,-26,-2.8,-5,-9,96,-9
COc1ccccc1NC(=O)Cn1cc(C(=O)C2CC2)c2ccccc21,4,-3,12,43,-1.0,-1,-6,101,-3
Cc1cc2nc(C)n(CCCNC(=O)Nc3ccccc3)c2cc1C,-1,1,-5,3,-2.8,-7,-10,102,-3
COc1ccc(-n2c(COc3ccc(C)cc3)n[nH]c2=S)cc1,-2,-2,5,-85,-0.8,-3,3,101,8
Cc1cc(NC(=O)c2ccccc2)no1,-2,-6,2,40,-0.5,-11,6,104,-1
CN(C)C(CNC(=O)c1ccc(NS(=O)(=O)c2ccc(F)c(F)c2)cc1)c1ccccc1 (stereo unspecified),-2,1,-2,.,-0.6,-5,.,.,-1
CC1CCCN(c2ccc(/C=C(\C#N)c3nn(-c4ccccc4)c(N)c3C#N)cc2[N+](=O)[O-])C1 (stereo unspecified),-5,-25,2,28,1.8,-3,-16,102,-3
O=C(CSc1cccc[n+]1[O-])Nc1ccc2c(c1)OCCO2,1,7,2,7,-0.8,-4,9,95,2
